# MT1-MMP act inh = blockers of MT1-MMP proenzyme processing, primary screen, HT1080 RFP-PRO-GFP cells, GFP/RFP fluorescence. Matrix metalloproteinase-14 (Homo sapiens), P50281. GFP/RFP ratio fluorescence, overnight; percent of plate control window, DMSO zero. AID 651647, 2012. actives 0.061% (n = 360,000). GFP/RFP ratio change, % at 20 µM;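 active = GFP/RFP ratio change of at least 30% with cell ATP level not reduced by more than half and red fluorescence within 50% of control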; also: strong numbers were not always called active
#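 Material – HT1080 RFP-PRO-GFP cells · Control set – DMSO wells and RFP-L50D-GFP cells · Incubation – overnight cell settling, then overnight compound exposure, 37 °C, 5% CO2 · Compound dosing – single-point 20 µM compound, 1% DMSO · Read-out – GFP/RFP fluorescence ratio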
# Scp-1 inhibitor = Scp-1 phosphatase inhibitors, primary screen, biochemical, colorimetric, uHTS. Recombinant Scp1, phosphopeptide, malachite green phosphate absorbance. inhibition, % at 20 µM. actives 0.88% (n = 340,000). AID 493091, 2011;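 active = inhibition above about 50% at 20 µM, limit read from the data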;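 also: plate controls were DMSO wells with enzyme for no effect and wells lacking enzyme for full effect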
# Target sequence (Q9GZU7 76-261 limits assumed): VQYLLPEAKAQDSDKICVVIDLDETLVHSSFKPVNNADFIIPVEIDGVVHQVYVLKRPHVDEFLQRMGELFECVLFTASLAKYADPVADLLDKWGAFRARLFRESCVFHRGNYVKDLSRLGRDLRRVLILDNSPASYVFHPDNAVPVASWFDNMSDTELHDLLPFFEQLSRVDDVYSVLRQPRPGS
#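 System: truncated SCP-1 phosphatase (76-261aa); medium: Tris acetate buffer pH 5.5 with MgCl2 and Tween-20; incubation: 45 min room-temperature reaction, 5 min colour, 30 min stabiliser; compound: single 20 µM dose, 1% DMSO; reagent: Phosphorylated 17-residue peptide substrate; read-out: % inhibition at 20 µM; technique: colorimetric free-phosphate detection, absorbance 630 nm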
# LMPTP block = LMPTP phosphatase inhibitors, primary screen, biochemical, fluorescence intensity, uHTS; recombinant LMPTP-A, OMFP fluorogenic substrate; Low molecular weight phosphotyrosine protein phosphatase (Homo sapiens), P24666; actives 0.22% (n = 360,000); inhibition, % at 20 µM; AID 651560, 2012;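 active = compounds that cut the enzyme signal by at least half of the control window in the single-dose screen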;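 also: plate controls were DMSO wells with enzyme plus substrate for no effect and substrate without enzyme for full effect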
# Target sequence (P24666 whole entry, looked up): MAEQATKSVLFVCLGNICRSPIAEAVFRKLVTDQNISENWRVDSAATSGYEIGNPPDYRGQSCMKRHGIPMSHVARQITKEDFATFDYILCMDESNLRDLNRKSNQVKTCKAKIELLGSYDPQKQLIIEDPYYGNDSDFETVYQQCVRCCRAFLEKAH
#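 Test system: LMPTP-A, protein tyrosine phosphatase of low molecular weight; Input: 0.625 nM enzyme; Incubation: 50 min dark incubation at room temperature; Signal: endpoint fluorescence intensity from OMFP dephosphorylation; Read-out basis: % inhibition versus control wells.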
# NadD inh = inhibitors of S. aureus NadD, primary screen, biochemical, colorimetric, uHTS; Nicotinate-nucleotide adenylyltransferase NadD (Staphylococcus aureus N315); purified NadD enzyme, colorimetric absorbance read-out; inhibition, % at 20 µM; actives 0.78% (n = 360,000); in the data active = inhibition above about 26%; also: some compounds past the cut are filed as inactive
# DNMT1 inh = human DNMT1 methyltransferase inhibitors, primary screen, biochemical, molecular beacon, fluorescence, HinP1I cleavage, uHTS. DNA (cytosine-5)-methyltransferase 1 (Homo sapiens), P26358. inhibition (reported as % activation of signal), % at 10 µM. actives 0.83% (n = 360,000). AID 588458, 2011; in the data active = inhibition above about 50%
# SUMO1 PPI mod = modulators of SUMO1 protein-protein interactions, primary screen, biochemical, uHTS; Small ubiquitin-related modifier 1 (Homo sapiens), P63165; SUMO1 binding to a labelled peptide, TR-FRET, 1 h; inhibition, % at 20 µM; actives 0.33% (n = 360,000); AID 602429, 2012; in the data active = inhibition above about 37%
# Target sequence (P63165 whole entry, looked up): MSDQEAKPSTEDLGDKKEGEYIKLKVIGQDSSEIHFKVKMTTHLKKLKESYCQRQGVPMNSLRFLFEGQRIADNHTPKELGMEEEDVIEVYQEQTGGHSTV
# STEP inh = STEP phosphatase inhibitors, primary screen, biochemical, fluorescence intensity, uHTS; Tyrosine-protein phosphatase non-receptor type 5 (Homo sapiens), P54829; recombinant STEP, OMFP fluorogenic substrate; inhibition, % at 20 µM; actives 0.25% (n = 360,000); AID 588621, 2011;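 active = inhibition at 20 µM, scaled per plate between control wells, above about 37%, limit read from the data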;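 also: 0% = DMSO with enzyme and substrate and 100% = substrate only without enzyme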
#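 Material: STEP (striatal-enriched tyrosine phosphatase) enzyme, cell-free | Medium: 50 mM Bis-Tris pH 6.0 with 2.5 mM DTT and 0.005% Tween 20 | Read-out: Percent inhibition scaled to no-enzyme and uninhibited-enzyme controls, plate-pattern corrected | Signal: Fluorescence read at 480 nm ex / 540 nm em | Times: 20 min reaction, room temperature, in the dark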
# Rpn11 inh = Rpn11 (PSMD14) deubiquitinase inhibitors, primary screen, biochemical, fluorescence polarization, uHTS. human 26S proteasome, Ub4-pepOG fluorescence polarization; 20S core pre-blocked with epoxomicin. 26S proteasome non-ATPase regulatory subunit 14 (Homo sapiens), O00487. actives 0.59% (n = 360,000). calls only at 20 µM;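 active = inhibition at 20 µM, scaled to each plate's controls, above about 33%, limit read from the data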
# Target sequence (O00487 whole entry, looked up): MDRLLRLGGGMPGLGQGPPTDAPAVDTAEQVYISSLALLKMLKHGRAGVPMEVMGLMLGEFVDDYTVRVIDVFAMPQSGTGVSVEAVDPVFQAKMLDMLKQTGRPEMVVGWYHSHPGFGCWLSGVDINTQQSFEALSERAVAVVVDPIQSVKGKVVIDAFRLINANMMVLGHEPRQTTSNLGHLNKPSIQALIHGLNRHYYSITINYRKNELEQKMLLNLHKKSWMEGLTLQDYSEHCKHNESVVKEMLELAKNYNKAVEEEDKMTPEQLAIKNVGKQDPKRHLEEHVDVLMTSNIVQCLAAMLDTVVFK
# NRP1-CendR mod = modulators of CendR peptide binding to NRP-1, primary screen, biochemical, fluorescence polarization, uHTS. Neuropilin-1 (Homo sapiens), O14786. FAM-RPARPAR peptide binding to NRP-1. inhibition, % at 25 µM. actives 0.85% (n = 360,000). AID 602438, 2012;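 active = inhibition or corrected inhibition above about 18%, plus a signal ratio from 0.5 to 1.5, limit read from the data, passing the limit was not always enough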; also: strong numbers were not always called active
# SKN-1 block = suppressors of acrylamide-induced Pgst-4::GFP reporter in worms, primary screen, SKN-1 inhibitor project, whole organism, uHTS, GFP/RFP fluorescence ratio, strain VP596; C. elegans VP596 Pgst-4::GFP/RFP ratio, 24 h; inhibition, % at 21.8 µM; actives 0.49% (n = 360,000);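 active = interference check ratio from 0.5 to 1.5 plus GFP to RFP signal ratio inhibition reaching or exceeding a fixed threshold, cut at about 30% in these data, passing the limit was not always enough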; also: some compounds called inactive have numbers as strong as hits
# An asterisk follows results filed as active; i = inactive; x = not tested or not shown; + = active, no number.
SMILES,MT1-MMP act inh,Scp-1 inhibitor,LMPTP block,NadD inh,DNMT1 inh,SUMO1 PPI mod,STEP inh,Rpn11 inh,NRP1-CendR mod,SKN-1 block
CCN(CC)c1ccc(CN2CCC(C(=O)NCc3ccc(C)cc3)CC2)cc1,5,-10,-0.5,-11,-3,23,4,i,-8,12
Cc1cccc(C(=O)NC2CCN(C(=O)N3CCOCC3)CC2)c1,-1,0,-1.2,6,4,-1,0,i,7,11
O=C(O)CSc1nnc(-c2ccc(Cl)cc2Cl)n1Cc1ccccc1,2,1,-2.0,-7,-1,2,0,i,12,-2
O=C(c1cccc2ccccc12)C1CCCN(C(=O)CCc2cnccn2)C1 (stereo not given),2,-3,0.0,-1,-1,-2,2,i,2,3
O=C1C2CCCN2C(c2ccccc2F)N1c1ccc(F)cc1 (stereo not given),-7,-6,-1.3,-7,-1,-1,-4,i,7,4
CCNc1nc(NCC)nc(SCCOC(=O)Nc2ccccc2)n1,2,-7,0.9,-3,-8,2,3,i,1,15
C=CCN1C(=O)N(CC=C)c2cccc3cccc1c23,1,-13,1.8,-6,-4,-4,-1,i,3,6
CCc1ccn2cc(-c3cc(-c4ccccc4)no3)nc2c1,4,-23,2.0,-7,-2,23,1,i,-3,12
CC(=O)N1CCN(CC(=O)Nc2ccccc2C(=O)Nc2ccccc2)CC1,-2,-9,-0.9,4,1,1,6,i,-10,22
Cc1cc(Cl)ccc1N(CC(=O)NCCSCc1ccco1)S(C)(=O)=O,-1,-9,-1.0,-6,-3,4,2,i,1,-2
Cn1c(CC(=O)NNC(=O)c2cncc(Br)c2)nc2ccccc21,-1,-10,-0.1,0,1,13,9,i,-10,-6
CCOC(=O)c1ccccc1NC(=O)c1cc2sccc2n1C,1,-11,1.3,4,-6,0,-3,i,-5,7
Cc1ccc(-c2nn(-c3cccc(F)c3)cc2CNCc2cccnc2)o1,-17,5,5.8,23,-10,-4,12,+,-56,3
CCn1cc(C(=O)O)c(=O)c2cc(F)c(N3CCN(C(=S)Nc4ccc(OC)cc4)CC3)cc21,-7,-12,59*,2,6,-2,-2,i,-3,-8
NS(=O)(=O)c1ccc(CNC(=O)c2cc(-c3cccnc3)nc3ccc(Br)cc23)cc1,x,7,0.9,7,-1,-23,0,i,-21,6
C/C=C/C=C/C(=O)OCC(=O)Nc1ccc(Cl)cc1,3,-5,0.3,-8,0,-5,-5,i,4,-4
Cc1cc2nccc(-c3cccnc3)n2n1,3,-3,-0.8,-8,1,-2,-2,i,2,-19
CCOc1ccc2nc3c(cc2c1)CN(CCCO)C(=NCCOC)S3,1,-7,1.5,-1,-8,3,6,i,-2,1
CCN(CC)c1ccc(C(=O)NNC(=O)Cn2c(=O)cnc3ccccc32)cc1,-2,x,-1.7,0,9,-3,-2,i,-11,9
Cc1c(Cl)cccc1NC(=S)NCc1ccccc1,-2,-2,1.0,0,-2,1,-4,i,-8,15
CCOc1cc(C2NC(=O)NC(c3ccccc3)=C2C(C)=O)ccc1OC(C)=O (stereo not given),-2,-4,-0.3,-1,-2,0,2,i,1,2
O=C(/C=C/c1cc(Br)ccc1F)OCC(=O)N1CCCC1,3,-4,0.9,5,4,-10,-2,i,3,3
O=C(Nc1ccccc1Br)c1ccc(N2CCCC2=O)cc1,7,-4,-1.7,-1,-1,-3,-3,i,-4,4
NS(=O)(=O)c1ccc(CCN2C(=O)CCC2=O)cc1,4,-9,-1.1,-6,-2,-2,0,i,-4,14
COc1ccc(NC(=S)Nc2ccc3nc(C)c(C)nc3c2)cc1,-1,-2,2.2,7,-2,-6,-1,i,-2,-7
COc1ccc(NC(=O)N2CCCC2C(=O)NCC2CCCCC2)cc1 (stereo not given),-2,-3,-0.6,-3,0,3,-2,i,3,26
O=C(N/N=C/c1ccc(Cl)cc1)c1cc2c(s1)-c1ccccc1CC2,-9,101*,24,5,33,3,-3,i,-1,-3
COC(=O)[C@H]1[C@H](c2ccccc2)[C@H](C(=O)OC)O[C@H]1c1ccccc1,0,-11,0.2,-8,-3,4,-1,i,5,14
COc1ccc(OC)c(/C=C2\Oc3cc(OCC(=O)N4CC(O)C[C@H]4C(=O)O)ccc3C2=O)c1 (stereo not given in full),-11,7,1.4,-4,2,-13,-2,i,-26,0
COCCN1C(=O)CSCC1(C)C(=O)Nc1ccc2c(c1)OCCO2 (stereo not given),3,x,-0.7,x,x,5,x,x,18,22

# Some of these compounds in order of their number in NRP1-CendR mod, high to low.
molecule	MT1-MMP act inh	Scp-1 inhibitor	LMPTP block	NadD inh	DNMT1 inh	SUMO1 PPI mod	STEP inh	Rpn11 inh	NRP1-CendR mod	SKN-1 block
O=C(Nc1ccccc1Br)c1ccc(N2CCCC2=O)cc1	7	-4	-1.7	-1	-1	-3	-3	i	-4	4
Cc1c(Cl)cccc1NC(=S)NCc1ccccc1	-2	-2	1.0	0	-2	1	-4	i	-8	15
NS(=O)(=O)c1ccc(CNC(=O)c2cc(-c3cccnc3)nc3ccc(Br)cc23)cc1	x	7	0.9	7	-1	-23	0	i	-21	6

# 5 records picked at random from those above:
SMILES,MT1-MMP act inh,Scp-1 inhibitor,LMPTP block,NadD inh,DNMT1 inh,SUMO1 PPI mod,STEP inh,Rpn11 inh,NRP1-CendR mod,SKN-1 block
C/C=C/C=C/C(=O)OCC(=O)Nc1ccc(Cl)cc1,3,-5,0.3,-8,0,-5,-5,i,4,-4
O=C(Nc1ccccc1Br)c1ccc(N2CCCC2=O)cc1,7,-4,-1.7,-1,-1,-3,-3,i,-4,4
NS(=O)(=O)c1ccc(CCN2C(=O)CCC2=O)cc1,4,-9,-1.1,-6,-2,-2,0,i,-4,14
O=C(/C=C/c1cc(Br)ccc1F)OCC(=O)N1CCCC1,3,-4,0.9,5,4,-10,-2,i,3,3
COCCN1C(=O)CSCC1(C)C(=O)Nc1ccc2c(c1)OCCO2 (stereo not given),3,x,-0.7,x,x,5,x,x,18,22

# (more compounds)
SMILES,MT1-MMP act inh,Scp-1 inhibitor,LMPTP block,NadD inh,DNMT1 inh,SUMO1 PPI mod,STEP inh,Rpn11 inh,NRP1-CendR mod,SKN-1 block
O=C(CCC(=O)c1cccs1)NCc1ccccc1,0,0,-1.5,-3,1,-4,-2,i,12,-27
CCOc1ccc(N(CC(=O)N2CCC(Cc3ccccc3)CC2)S(C)(=O)=O)cc1,9,-3,2.4,1,2,10,3,i,29*,-5
COc1ccccc1Cc1c(-c2ccc(Cl)cc2)nc2c(Cl)cc(C(F)(F)F)cn12,0,x,0.7,18,x,-4,x,x,-11,1
CCC(=O)O[C@]1(C(=O)CCl)[C@@H](C)C[C@H]2[C@@H]3CCC4=CC(=O)C=C[C@]4(C)[C@@]3(F)[C@@H](O)C[C@@]21C,-1,-9,-1.0,-6,3,1,-2,i,7,27
Cc1nnc(SCC(=O)Nc2sc3c(c2C(N)=O)CCCC3)[nH]c1=O,-1,2,0.0,4,-3,11,-1,i,-11,-16
CC(C(=O)NCc1ccccn1)c1ccc([N+](=O)[O-])cc1 (stereo not given),5,-3,-0.9,1,2,-1,-4,i,4,-1
Cc1ccc(OCCCC(=O)Nc2ccc(Cl)c(S(=O)(=O)N3CCOCC3)c2)cc1,-4,-9,-0.5,-5,-6,5,-2,i,6,7
CC1CCCN(C(=O)C2CCN(CC(C)c3ccccc3)CC2)C1 (stereo not given),4,-4,-2.0,-7,1,-3,-1,i,-5,-11
CCCn1c(SCC(=O)c2ccc3c(c2)OCCO3)nnc1-c1ccco1,-4,1,0.7,3,1,4,-4,i,1,19
O=C(Nc1ccccc1C(=O)NCCCN1CCOCC1)c1ccc(Cl)cc1,-3,-8,0.0,-5,4,-2,-2,i,-4,-1
O=C(Nc1ccc(S(=O)(=O)NC2=NCCCCC2)cc1)c1ccc(Cl)cc1Cl,-6,-6,-0.7,2,4,-6,0,i,10,-4
O=C(CNC(=O)c1ccco1)NCC(=O)OCc1cccc(C(=O)Oc2ccccc2)c1,0,-4,0.0,-6,-4,-3,-1,i,14,9
CNc1nc(C23CC4CC(CC(C4)C2)C3)cs1,-1,-3,2.0,0,-4,0,-1,i,-11,-6
Cc1cccn2c(=O)c(C=C(C#N)C#N)c(N3CCN(c4cccc(Cl)c4)CC3)nc12,-7,-9,1.7,11,0,3,4,i,-8,9
CCc1ccc(NC(=O)Cn2nnc(C(=O)NCc3cccs3)c2N)cc1,4,-6,2.3,-2,11,3,2,i,-10,-16

# Entries of single compounds from above. Screens in order: MT1-MMP act inh | Scp-1 inhibitor | LMPTP block | NadD inh | DNMT1 inh | SUMO1 PPI mod | STEP inh | Rpn11 inh | NRP1-CendR mod | SKN-1 block
# `CC1CCCN(C(=O)C2CCN(CC(C)c3ccccc3)CC2)C1` (stereo not given) reads 4 | -4 | -2.0 | -7 | 1 | -3 | -1 | i | -5 | -11
# `Cc1cccn2c(=O)c(C=C(C#N)C#N)c(N3CCN(c4cccc(Cl)c4)CC3)nc12` reads -7 | -9 | 1.7 | 11 | 0 | 3 | 4 | i | -8 | 9

# Additional entries follow.
SMILES,MT1-MMP act inh,Scp-1 inhibitor,LMPTP block,NadD inh,DNMT1 inh,SUMO1 PPI mod,STEP inh,Rpn11 inh,NRP1-CendR mod,SKN-1 block
NS(=O)(=O)c1ccc(CNc2ccc3ccccc3n2)cc1,-1,2,-0.5,-1,1,-3,0,i,2,9
C/C(=N\OCC(=O)Nc1nc2ccccc2s1)c1ccccc1,4,-10,-1.6,-4,6,1,1,i,15,4
COc1ccc(C2c3c(ncn(CCN4CCOCC4)c3=N)Oc3ccc4ccccc4c32)cc1OC (stereo not given),-7,-4,1.9,-4,-2,-1,2,i,0,-3
CCn1cc(/C=N\NC(=O)c2ccc(Cl)cc2)cn1,4,-6,-0.8,3,0,-1,-3,i,18,9
CCN1CCN(C(c2cccs2)C(C)NC(=O)c2ccco2)CC1 (stereo not given),-4,-6,-1.2,-7,0,1,0,i,0,-21

# Screening data (PubChem)
